Bioassay records as filed in PubChem.
GPR55 beta-arrestin: selective activators of receptor GPR55 – imaging, U2OS cells, beta-arrestin-GFP redistribution, primary screen (AID 1961) | U2OS GPR55 beta-arrestin-GFP redistribution imaging; higher % means a stronger effect | one-dose activation, % at 10 µM; EC50 in µM for titrated hits | hit rate 0.048% among 290,000;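 active means activation above 40% with more than 50 cells counted in the well; inconclusive means wells holding fewer than 50 cells, flagged as toxic or sparse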;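 further: U2OS osteosarcoma cells stably expressing GPR55 and beta-arrestin-GFP; plate controls were DMSO negative control for no effect and LPI positive control for full effect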
GPR55 antagonists: inhibition of LPI-stimulated GPR55 beta-arrestin translocation – imaging, U2OS, beta-arrestin-GFP, LPI agonist, primary screen (AID 2013) | U2OS GPR55 beta-arrestin-GFP translocation imaging, LPI antagonism; higher % means a stronger effect | inhibition, % at 10 µM, or IC50 in µM where a hit was titrated | hit rate 0.13% among 290,000;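 active means spots per cell inhibited over 60%, with over 100 cells counted and total cytoplasm intensity under 500,000; inconclusive means wells with under 100 cells, flagged as likely toxic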;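 further: U2OS cells stably carrying GPR55 and arrestin-GFP stimulated by 5 µM LPI near EC80; imaged beta-arrestin-GFP aggregate spots per cell after agonist stimulation; plate controls were LPI-stimulated DMSO wells for no effect and DMSO wells without LPI for full effect; some results filed as inactive read as strong as hits; confirmed hits need IC50 under 10 µM and bright autofluorescent wells are also inconclusive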
Dengue-2 NS5 capping: flavivirus cap methylation enzyme inhibition – biochemical, confirmation dose response, primary screen (AID 588689); Dengue-2 NS5 methyltransferase capping enzyme assay, biochemical; higher % means a stronger effect; inhibition, % at 25 µM, or IC50 in µM where a hit was titrated; hit rate 0.3% among 340,000; in the data active means a potency from the dose series; inconclusive means inhibition above about 29% without an active follow-up result
Siah-1 displacement: Siah-1 peptide-binding antagonists, primary screen, biochemical, fluorescence polarization, rhodamine-plectin, uHTS (AID 1817). hit rate 0.02% among 290,000. displacement, % at 20 µM; hits with a dose series show IC50 in µM. Siah-1 / rhodamine-plectin peptide fluorescence polarization; higher % means a stronger effect;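 active means displacement of at least 50% at 20 µM, with a fluorescence ratio check between 0.3 and a set limit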;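 further: plate controls were Siah plus tracer with DMSO for no effect and tracer alone without Siah for full effect; strong numbers were not always called active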
GPR35 arrestin U2OS: inhibition of zaprinast-stimulated GPR35 beta-arrestin translocation – imaging, U2OS, beta-arrestin-GFP, zaprinast agonist, primary screen (AID 2058). U2OS GPR35 beta-arrestin-GFP translocation imaging, zaprinast antagonism; higher % means a stronger effect. inhibition, % at 10 µM; hits with a dose series show IC50 in µM. hit rate 0.052% among 290,000;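 active means inhibition of at least 50% with at least 30 cells and total cytoplasm GFP at most 10,000,000; inconclusive means under 30 cells or total GFP of 10,000,000 plus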
NTR1 agonist: agonists of NTR1, primary screen, imaging, U2OS cells, beta-arrestin-GFP, high content (AID 493036) | P30989 | activation, % at 20 µM | NTR1-U2OS beta-arrestin-GFP spot imaging, agonist mode | hit rate 0.17% among 330,000;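 active means activation at or above 40% of the spot to cytoplasm intensity ratio, with at least 20 cells analyzed; inconclusive means wells under 20 cells, flagged as cytotoxic or low count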;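 further: 0% = DMSO without peptide and 100% = 100 nM NTR1 peptide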
Target sequence (P30989 whole entry, looked up): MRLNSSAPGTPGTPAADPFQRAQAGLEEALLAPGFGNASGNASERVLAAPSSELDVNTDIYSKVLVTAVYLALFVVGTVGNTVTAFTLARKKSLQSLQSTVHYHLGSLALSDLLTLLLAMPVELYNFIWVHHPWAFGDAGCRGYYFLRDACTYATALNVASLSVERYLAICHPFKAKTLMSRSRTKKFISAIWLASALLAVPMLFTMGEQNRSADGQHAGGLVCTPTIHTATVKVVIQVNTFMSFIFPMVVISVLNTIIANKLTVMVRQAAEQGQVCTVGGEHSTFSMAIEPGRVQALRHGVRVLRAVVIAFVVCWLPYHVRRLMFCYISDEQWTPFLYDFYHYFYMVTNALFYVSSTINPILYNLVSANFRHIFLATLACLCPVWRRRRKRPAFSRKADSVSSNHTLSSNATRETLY
AID2073: inhibitors of Mint1-CaV2.2 protein interaction, biochemical, HTRF (AID 2073). HTRF protein-protein interaction, Mint1-CaV2.2; higher % means a stronger effect. one-dose inhibition, % at 20 µM; IC50 in µM for titrated hits. hit rate 0.19% among 290,000; in the data active means inhibition mostly above about 51%, no sharp cut-off; inconclusive means no clear call, values can overlap the other calls; inactive means mostly below about 53%; further: some results filed as inactive read as strong as hits
HIV peptide binding: cell-free HIV fusion peptide-binding blockers – biochemical, uHTS, fluorescence dequenching, primary screen (AID 1986); one-dose inhibition, % at 20 µM; IC50 in µM for titrated hits; cell-free peptide binding, fluorescence dequenching, 30 min; higher % means a stronger effect; hit rate 0.3% among 290,000; in the data active means inhibition mostly above about 52%, no sharp cut-off; inactive means mostly below about 76%; further: some results filed as inactive read as strong as hits
UTI89 phage lysis: inhibition of K1F phage lysis, E. coli UTI89, bacterial capsule biogenesis inhibitors, alamar blue (AID 488966); E. coli UTI89 K1F phage lysis, alamar blue, 2 h; higher % means a stronger effect; inhibition, % at 100 µM, or IC50 in µM where a hit was titrated; hit rate 0.02% among 340,000;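 active means phage lysis inhibition, versus mean bacterial control, above a set limit; inconclusive means no clear call, values can overlap the other calls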;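 further: capsule biogenesis inhibitors block K1F phage lysis so surviving cells raise fluorescence; higher fluorescence means more inhibition of phage lysis; actives were called in the ten point dose series up to 300 µM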
NTR1 agonist cell count 20 µM: also measured in NTR1 agonist; calls as there; cell count; measured here: cell count, cytotoxicity flag
Dengue-2 NS5 capping pilot replicate: second read-out of Dengue-2 NS5 capping, no call of its own (marks repeat the call); inhibition, %; measured here: pilot screen replicate inhibition
Active calls of the source: *; ? = inconclusive; / = no result given; [ ] = remark or other dose.

SMILES	GPR55 beta-arrestin	GPR55 antagonists	Dengue-2 NS5 capping	Siah-1 displacement	GPR35 arrestin U2OS	NTR1 agonist	NTR1 agonist cell count 20 µM	AID2073	HIV peptide binding	UTI89 phage lysis	others
CCc1ccccc1NC(=O)Cc1ccc(-n2cccc2)cc1	0.3%	-8%	-8%	-1%	-4%	1.4	52	13%	4.7%	3.4%
Cn1cc(CCCC(=O)NCc2ccc(F)cc2)c2ccccc21	0.0%	-12%	-6%	-7%	18%	-1.3	74	0%	-0.4%	2.4%[50 µM]
CCc1cccc(NC(=O)CCCn2nc(CC)n3c(cc4occc43)c2=O)c1	-0.3%	8%	4%	6%	-12%	1.9	64	0%	2.3%	-0.1%
CC(C)c1ccc(NC(=O)c2cccc(Br)c2)cc1	0.1%	12%	4%	2%	-13%	1.2	90	17%	3.1%	0.2%
CCC(C)NS(=O)(=O)c1ccc(-c2csnn2)s1 (stereo unspecified)	-0.2%	8%	-2%	0%	1%	-0.3	58	-4%	4.1%	-1.2%
O=C(COC(=O)c1cccnc1Cl)NCCC1=CCCCC1	-0.2%	-8%	-16%	2%	8%	0.1	28	-1%	-0.5%	0.7%
COc1cccc(OC)c1C(=O)N1CCN(c2ccccn2)CC1	-0.1%	-11%	8%	-4%	2%	0.6	48	-3%	-2.4%	-0.6%
NCCCNc1ccc([N+](=O)[O-])cc1C(F)(F)F	-0.1%	3%	8%	-3%	3%	-0.6	64	-9%	0.6%	-1.9%
N#CC1=C(N)C2=CCCC[C@H]2[C@H](c2ccc(Br)cc2)C1(C#N)C#N	0.6%	19%	-1%	2%	1%	/	/	-4%	39%	-9.0%
COc1c(C)cc(C(=O)C2CCCN(Cc3cccc4nccnc34)C2)cc1C (stereo unspecified)	-0.1%	12%	-5%	10%	-5%	0.8	85	0%	-1.4%	-0.1%
COc1ccc(-n2nc(C)c3onc(C)c3c2=O)cc1	0.7%	13%	/	2%	5%	0.3	37	-3%	-0.3%	/
O=C(Nc1cccc2cccnc12)c1cccc(Cl)c1	-0.1%	10%	-5%	-10%	0%	1.6	73	8%	0.7%	-0.1%	Dengue-2 NS5 capping pilot replicate=2.4
COc1cccc(CNC(=O)C(CC(C)C)NC(=O)c2ccccc2C)c1 (stereo unspecified)	-0.1%	5%	1%	-6%	5%	0.0	101	30%	-1.4%	0.1%
O=C(/C=C/c1cccs1)c1ccc(Br)cc1	0.2%	7%	-25%	-5%	-8%	3.2	45	1%	2.7%	1.7%
CC(=O)c1c(C)n(-c2ccc(C)cc2C)c2ccc(O)cc12	0.0%	8%	-12%	11%	-3%	2.8	82	-7%	1.4%	0.1%
NS(=O)(=O)c1ccc(CNC(=O)CNC(=O)c2ccc(Br)o2)cc1	-0.1%	-4%	-4%	-1%	-2%	0.8	43	5%	-1.0%	0.3%
CCOc1ccc(C(=O)CCC(=O)N2CCC(C(=O)OC)CC2)cc1	-0.2%	-1%	-8%	3%	2%	1.1	53	10%	7.6%	-0.1%
Cc1cc(=O)[nH]c(N/N=C/C(C)c2ccccc2)n1 (stereo unspecified)	-0.2%	-7%	-7%	-2%	-10%	0.4	55	-17%	-1.5%	0.8%
CCC/C(=N\NC(=O)c1ccco1)c1ccc(Cl)s1	-0.2%	3%	-1%	12%	-1%	1.5	63	-2%	-1.2%	0.1%
COc1cc(NC(=O)c2ccco2)c(OC)cc1NC(=O)Nc1cccc(Cl)c1	-0.2%	-4%	-5%	-1%	2%	10	39	2%	-2.3%	0.3%

An excerpt from above in order of molar mass, largest number first.
SMILES	GPR55 beta-arrestin	GPR55 antagonists	Dengue-2 NS5 capping	Siah-1 displacement	GPR35 arrestin U2OS	NTR1 agonist	NTR1 agonist cell count 20 µM	AID2073	HIV peptide binding	UTI89 phage lysis	others
COc1cccc(OC)c1C(=O)N1CCN(c2ccccn2)CC1	-0.1%	-11%	8%	-4%	2%	0.6	48	-3%	-2.4%	-0.6%
O=C(COC(=O)c1cccnc1Cl)NCCC1=CCCCC1	-0.2%	-8%	-16%	2%	8%	0.1	28	-1%	-0.5%	0.7%
CC(C)c1ccc(NC(=O)c2cccc(Br)c2)cc1	0.1%	12%	4%	2%	-13%	1.2	90	17%	3.1%	0.2%

Next section:
SMILES	GPR55 beta-arrestin	GPR55 antagonists	Dengue-2 NS5 capping	Siah-1 displacement	GPR35 arrestin U2OS	NTR1 agonist	NTR1 agonist cell count 20 µM	AID2073	HIV peptide binding	UTI89 phage lysis	others
Cn1ccnc1SCC(=O)Nc1sccc1C#N	-0.1%	8%	-8%	-13%	11%	-1.1	49	6%	10%	0.3%
COc1ccc(-n2nnnc2SCc2nc(N)nc(N3CCOCC3)n2)cc1	0.4%	24%	-5%	3%	13%	0.0	40	-4%	4.2%	0.3%
CC1=C(C(=O)Nc2ccccc2)C(c2cc(CN3CCOCC3)cs2)C2=C(CCCC2=O)N1 (stereo unspecified)	0.2%	-3%	2%	2%	-3%	1.0	58	6%	-2.1%	-0.1%
C/C(=N\NC(=O)c1ccccc1)c1ccc(-n2ccnc2)cc1	0.8%	1%	-12%	0%	-6%	-2.5	71	3%	0.7%	0.1%
CC(C(=O)N1CCc2ccccc2C1)N(c1ccccc1)S(C)(=O)=O (stereo unspecified)	0.2%	-6%	-1%	1%	-1%	0.5	60	2%	0.5%	0.2%
COCC(C)NC(=O)COCc1cc(-c2ccc3c(c2)OCO3)on1 (stereo unspecified)	0.0%	1%	-3%	4%	0%	-1.6	87	10%	-0.1%	0.0%
CNC(=O)c1c(C)[nH]c(=S)c(C#N)c1-c1ccco1	-0.3%	2%	-10%	-8%	0%	4.0	64	-36%	4.3%	0.3%
O=C1C(=Nc2cccc(Cl)c2)CC(c2ccc(Cl)cc2)N1c1cccc(Cl)c1 (stereo unspecified)	0.3%	7%	-2%	4%	16%	/	/	22%	11%	-0.5%[50 µM]
C/C(=N\OCc1nc2ccccc2c(=O)n1/N=C/c1cc(C)cc([N+](=O)[O-])c1O)c1ccccc1	-0.1%	8%	-6%	20%	21%	3.0	63	9%	14%	-0.1%
O=C1CSC(=S)N1c1ccc(O)cc1	-0.2%	-1%	5%	12%	3%	0.1	76	-14%	0.3%	1.2%
CC1(C)C=C(c2ccc(O)cc2)CC(C)(C)N1	0.2%	5%	-6%	-4%	-10%	-0.9	39	4%	0.8%	0.0%
COc1ccc(OC)c(S(=O)(=O)n2nc(C)cc2C)c1	0.2%	15%	-6%	-2%	8%	-1.1	88	31%	-0.7%	0.0%
N/C(=N\S(=O)(=O)c1ccc(Cl)cc1)N1CCOCC1	0.2%	5%	-1%	12%	7%	1.1	47	14%	-1.6%	-1.4%
Cc1cc(NC(=O)c2cc(-c3ccccc3Cl)nc3ccccc23)no1	-0.2%	-12%	-2%	0%	-8%	0.4	55	27%	0.2%	0.2%
COc1ccc(C(=O)Nc2ccccc2-c2ccccc2)cc1Cl	0.3%	10%	-4%	2%	-5%	1.0	61	11%	-0.5%	1.9%
COc1ccc(Cn2c(=O)[nH]c3cc(C(=O)Nc4ccccc4C)ccc32)cc1	1.6%	0%	-3%	4%	-9%	-0.4	58	6%	-0.1%	0.1%
Cc1ccc(N2CCN(/N=C/c3ccccc3)CC2)cc1	0.5%	0%	-7%	4%	-12%	-0.6	56	10%	0.2%	0.6%
CNC(=S)Nc1cccc(C(C)=O)c1	-0.1%	6%	0%	-1%	-11%	-0.3	69	24%	-0.8%	0.2%
O=C(Oc1ccc2c(=O)c(Cl)coc2c1)c1cccnc1	0.0%	-6%	-23%	-3%	6%	-2.5	99	13%	-0.4%	0.5%
O=C(Nc1ccc(-c2csc(Nc3cccc(C(F)(F)F)c3)n2)cc1)c1ccccc1	-0.1%	1%	1%	0%	8%	12	62	8%	3.9%	-0.7%
CCOC(=O)N1CCN(S(=O)(=O)c2ccc(C)c(C(=O)NC3CCCCC3)c2)CC1	-0.2%	21%	-1%	1%	10%	0.2	67	10%	2.6%	-0.1%
CCC(C)c1ccc(OCC(=O)O)cc1 (stereo unspecified)	-0.3%	-10%	2%	0%	16%	-1.1	69	-4%	-2.4%	1.7%
CC(C)NC(=O)NC(=O)COC(=O)c1cccc(OC(F)F)c1	0.2%	1%	-11%	-5%	6%	1.3	34	4%	0.0%	0.3%
COc1ccc(OC2CCN(S(=O)(=O)c3ccc(OC)c(OC)c3)CC2)cc1	-0.3%	-1%	-1%	3%	10%	1.4	88	3%	-1.0%	0.1%
CCOc1cc(C(=O)OCC(=O)Nc2cc(C)on2)ccc1OCC(C)C	-0.1%	7%	2%	-2%	-16%	0.6	67	9%	-0.6%	0.1%
NCCCC[C@H]1CNC(=S)N1CCc1cccc(F)c1	0.3%	6%	3%	2%	-6%	-0.1	98	3%	1.1%	9.4%
Cc1ccc(C(=O)Nc2ccc3c(c2)CCC3)cc1	-0.1%	3%	-4%	3%	-11%	2.9	81	-5%	-0.7%	0.3%
COc1ccc(N(C)S(=O)(=O)c2cccc3nsnc23)cc1	-0.4%	12%	-2%	-1%	2%	0.2	49	-10%	0.9%	-0.1%
COc1cc([C@H]2[C@@H]3CCCC[C@]3(O)CCN2CC(=O)Nc2ccc(C)cc2C)ccc1O	0.2%	13%	-5%	2%	3%	0.0	71	3%	-1.4%	-0.5%
O=C(O)C1=C[C@H](c2csc3ccccc23)C[C@H](OCCCCO)O1	0.2%	3%	-3%	0%	18%	1.3	67	6%	6.1%	0.6%
C=CCN1C(=O)CN=C1Nc1cc(C)ccc1C	-0.2%	12%	-4%	2%	11%	4.3	65	5%	-2.0%	-0.9%
CCOC(=O)CC1C(=O)NCCN1c1nc2c(C)cccn2c(=O)c1/C=C1\SC(=S)N(CC(C)C)C1=O (stereo unspecified)	-0.1%	?	/	36%	59%*	/	/	20%	117%*	/
